Compound activity (PubChem BioAssay)
ARFGAP1 inh = inhibitors of rat ARFGAP1 GAP activity, primary screen, biochemical, fluorescence polarization, GDP tracer; inhibition, % at 16.5 µM; ADP-ribosylation factor GTPase-activating protein 1 (Rattus norvegicus), Q62848; 0.26% of 360,000 active; AID 651572, 2012; Arfgap1-stimulated ARF1 GTP hydrolysis, GDP FP detection;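 active = inhibition above a per-plate limit, mean inhibition of low control wells plus 3 SD, cut at about 25% in these data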;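 note: 0% = DMSO wells with enzyme and 100% = wells lacking Arfgap1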
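system = rat Arfgap1 catalytic domain, aa 1-136 | technique = FP, GDP Alexa 633 tracer displaced from anti-GDP antibody, 620/688 nm | compound = one concentration, 16.5 µM, DMSO 1.26% | medium = HEPES-based buffer, pH 7.5 | timing = compound-enzyme preincubation 20 min, reaction 120 min, detection 60 min, 25 °C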
KLK7 zymogen act = proKLK7 zymogen activators, primary screen, biochemical, fluorescence intensity; purified proKLK7, EDANS-DABCYL substrate fluorescence; 100% is mature enzyme control, 0% vehicle; activation, % at 7 µM; 0.9% of 370,000 active; AID 652039, 2013;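 active = activation above the mean of all tested compounds plus 3 SD, computed per campaign excluding outliers beyond control limits, cut at about 13% in these data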
PLC-beta3 inh = human PLC-beta3 inhibitors, primary screen, biochemical, fluorescence. inhibition, % at 12.2 µM. AID 720704, 2013. 0.18% of 370,000 active. Purified PLC-beta3, fluorogenic substrate. 1-phosphatidylinositol 4,5-bisphosphate phosphodiesterase beta-3 (Homo sapiens), Q01970; in the data active = inhibition above about 11%;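 note: 0% = median of compound wells on plate and 100% = full blocker control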
HGIII-sPLA2 inh = human group III sPLA2 inhibitors, primary screen, biochemical, QFRET, BODIPY PC-A2 liposome substrate. QFRET BODIPY PC-A2 liposome hydrolysis, fluorescence. Group 3 secretory phospholipase A2 (Homo sapiens), Q9NZ20. 0.56% of 370,000 active. inhibition, % at 12.2 µM;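 active = inhibition above mean plus 3 SD of compounds lying within the high and low control bounds, cut at about 19% in these data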;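 note: 0% = median of test compound wells and 100% = no enzyme DMSO wells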
NR1D1 modulator = modulators of Rev-erb alpha DNA binding, primary screen, biochemical, FITC-DNA, fluorescence polarization, uHTS. Nuclear receptor subfamily 1 group D member 1 (Homo sapiens), P20393. Rev-erbα–FITC-DNA binding, 90 min. activity, % at 10 µM. 0.79% of 370,000 active;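 active = activity above about 14%, limit read from the data; passing the limit was not always enough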;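 note: 0% = DMSO wells with 35 nM protein and 100% = DMSO wells with 750 nM protein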
ASAP1 inh = inhibitors of human ASAP1 ArfGAP activity, primary screen, biochemical, fluorescence polarization; ASAP1-stimulated ARF1 GTP hydrolysis, GDP FP detection; Arf-GAP with SH3 domain, ANK repeat and PH domain-containing protein 1 (Homo sapiens), …; inhibition, % at 16.5 µM; 0.19% of 360,000 active; in the data active = inhibition above about 25%;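 note: 0% = vehicle with enzyme and substrate and 100% = no enzyme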
Target sequence (Q9ULH1 325-724 limits assumed): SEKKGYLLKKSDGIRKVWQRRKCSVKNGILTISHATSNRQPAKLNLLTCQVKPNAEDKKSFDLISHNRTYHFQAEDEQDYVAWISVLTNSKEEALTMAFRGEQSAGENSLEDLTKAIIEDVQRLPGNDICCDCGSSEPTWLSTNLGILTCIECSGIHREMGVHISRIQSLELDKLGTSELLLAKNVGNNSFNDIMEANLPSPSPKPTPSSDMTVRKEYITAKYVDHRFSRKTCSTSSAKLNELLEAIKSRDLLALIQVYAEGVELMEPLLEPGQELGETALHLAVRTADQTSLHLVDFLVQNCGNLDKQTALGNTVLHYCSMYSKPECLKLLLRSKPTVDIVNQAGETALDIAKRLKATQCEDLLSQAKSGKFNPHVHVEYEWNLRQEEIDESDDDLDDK
DDE Tn7 FP inh = inhibitors of Tn7 peptide binding to fibrin DD(E), primary screen, biochemical, fluorescence polarization, human fibrin, Tn7 probe; Fibrinogen beta chain (Homo sapiens), P02675; FP displacement of FITC-Tn7 peptide from fibrin DD(E); 0% = median of compound wells per plate; inhibition, % at 8.3 µM; 0.13% of 370,000 active;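 active = inhibition above the mean of compounds falling within the control limits plus 3 SD of them, cut at about 14% in these data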;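 note: 0% = plate median of compound wells and 100% = 10 µM Aha-Tn7 peptide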
Target sequence (P02675 whole entry, looked up): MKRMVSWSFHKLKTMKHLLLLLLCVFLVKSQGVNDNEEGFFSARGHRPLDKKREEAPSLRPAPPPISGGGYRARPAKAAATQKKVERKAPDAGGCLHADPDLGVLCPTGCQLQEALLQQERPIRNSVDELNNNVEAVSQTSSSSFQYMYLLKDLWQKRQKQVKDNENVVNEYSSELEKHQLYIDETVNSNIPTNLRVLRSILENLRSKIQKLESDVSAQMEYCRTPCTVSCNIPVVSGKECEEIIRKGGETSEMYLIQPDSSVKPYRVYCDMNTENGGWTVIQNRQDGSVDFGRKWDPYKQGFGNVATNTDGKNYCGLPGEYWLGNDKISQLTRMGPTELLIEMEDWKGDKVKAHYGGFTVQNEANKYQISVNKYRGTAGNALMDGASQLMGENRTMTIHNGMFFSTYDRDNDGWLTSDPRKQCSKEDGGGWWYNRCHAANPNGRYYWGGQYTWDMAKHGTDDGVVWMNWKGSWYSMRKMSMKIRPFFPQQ
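Measure: % inhibition scaled between sample-field median and high-control FP; Test system: human fibrin DD(E); Quantity: 2 µM final DD(E) protein; Doses: one dose, 8.3 µM nominal; Schedule: compound with protein 10 min, then 3 h after probe, room temperature; Detection: fluorescence polarization; Medium: Tris buffer with calcium and detergent, pH 7.8.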
UHRF1 binding = UHRF1 methylated DNA binding inhibitors, primary screen, counter-screen for MBD2 inhibitor project, biochemical, TR-FRET, human UHRF1, single concentration; inhibition, % at 4.4 µM; 0.75% of 370,000 active; UHRF1 binding to methylated oligo; E3 ubiquitin-protein ligase UHRF1 (Homo sapiens), Q96T88; in the data active = inhibition above about 21%;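 note: UHRF1 SRA domain binding a hemimethylated CpG hairpin DNA probe; 0% = median of test compound wells and 100% = reference inhibitor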
PLC-gamma1 inh = PLC-gamma1 enzyme inhibitors, primary screen, biochemical, fluorescence, purified enzyme. fluorogenic substrate. inhibition, % at 12.2 µM. 0.84% of 370,000 active. AID 720700, 2013; in the data active = inhibition above about 9.5%
Tn6 DDE FP = inhibitors of Tn6 peptide binding to fibrin DD(E), primary screen, biochemical, fluorescence polarization, human fibrin, Tn6 probe; 0.21% of 370,000 active; inhibition, % at 8.3 µM; AID 720509, 2013; Fibrin DD(E) TRITC-Tn6 fluorescence polarization displacement;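 active = inhibition above a per-campaign cutoff: mean of compounds within control limits plus 3 SD, cut at about 15% in these data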;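 note: 0% = median of all compound wells on the plate and 100% = blocking peptide control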
Numbers without * were called inactive.

SMILES	ARFGAP1 inh	KLK7 zymogen act	PLC-beta3 inh	HGIII-sPLA2 inh	NR1D1 modulator	ASAP1 inh	DDE Tn7 FP inh	UHRF1 binding	PLC-gamma1 inh	Tn6 DDE FP
COc1ccc(N2CC(NC(=O)N(C)CCC#N)CC2=O)cc1 (stereo unspecified)	-1	0.1	1	2	2	-18	0	-2	0	4
Nc1nc(N)c(N=O)c(OCC2CCCCC2)n1	-5	-0.3	3	8	10	10	-12	-7	5	1
CCC(CC)C(=O)Nc1c2cnn(-c3ccccc3)c2nc(=O)n1-c1ccccc1	7	-0.3	6	-1	0	-10	-5	-1	1	-2
COc1ccc(CC(CC(=O)O)C(=O)Nc2ccc(OC)cc2)cc1 (stereo unspecified)	-11	-0.1	1	2	2	-9	4	1	0	5
C#CCNC(=O)C1=C[C@@H](c2cn(C(C)=O)c3ccccc23)C[C@@H](OCCCCO)O1	-11	0.3	-25	2	6	14	1	0	-17	-4
COc1ccc(CCC(=O)OCC(=O)c2ccc(C)cc2)cc1	0	-0.5	0	-8	-1	-13	1	0	1	2
COCc1[nH]nc2c1C(c1ccccc1F)C(C#N)=C(N)O2 (stereo unspecified)	2	-0.5	-3	0	-2	-3	0	16	-2	-2
O=C(NCc1ccccc1)C(c1ccccc1)n1c(=O)c(-c2ccco2)nc2ccccc21 (stereo unspecified)	10	-3.8	-93	4	-4	13	-7	-2	-74	-12
COC(OC)C1(C)C(C#N)=C(N)Oc2c1c(=O)oc1ccccc21 (stereo unspecified)	15	0.8	-6	9	1	4	3	1	3	-2
O=C(C1CC(c2cccc(Br)c2)=NO1)N1CCc2ccccc2C1 (stereo unspecified)	-4	0.3	-2	3	7	5	4	1	-3	1
COc1ccc(C(=O)CN2CCN(c3ccc(F)cc3)CC2)cc1	-4	0.4	-2	0	3	-2	1	0	-2	7
Cc1cc2ccccc2c(=O)n1CC(=O)NCC1COc2ccccc2O1 (stereo unspecified)	-6	0.1	0	-3	-6	-2	-8	2	1	7
O=C(N/N=C/C=C\c1cccc([N+](=O)[O-])c1)c1cccnc1	12	-0.3	-1	-2	4	-11	-4	-1	6	3
Cc1ccnc2nc(C(=O)Nc3nnc(-c4ccccc4)o3)nn12	4	-1.6	4	3	-2	-3	0	-2	2	7
COc1ccc(NC(=S)Nc2cccc([N+](=O)[O-])c2)cc1	15	0.2	4	11	2	-6	-3	-3	3	-9
Cc1ccc(CNC(=O)CCS(=O)(=O)c2ccc3c(c2)oc(=O)n3C)cc1	1	0.1	-1	6	-4	10	-5	2	6	-3
Cc1occc1C(=O)N/N=C/c1cccnc1	-3	0.7	-9	10	-4	8	4	0	0	0
C[C@H](CO)N1C[C@H](C)[C@@H](CN(C)S(=O)(=O)c2cccs2)Oc2c(NC(=O)Cc3ccccc3)cccc2C1=O	-12	-0.3	4	-1	-1	-1	-2	-2	1	0
CN(C)CCCNC(=O)C[C@H]1C[C@H](C(=O)N2CCOCC2)[C@@]2(CCC3CCCC3)c3[nH]c4cc(CCC(=O)N(C)C)ccc4c3CCN2C1=O	6	0.8	0	-3	0	-8	4	0	0	8
Cc1ccc(S(=O)(=O)NCCC(=O)Nc2cccc(S(N)(=O)=O)c2)cc1C	7	0.4	-5	-9	-3	10	1	-2	-1	4
Cn1c(=S)[nH]c2[nH]c(=O)cnc2c1=O	0	-0.2	5	3	3	11	-3	-2	3	-1
CC(NC(=O)C1CCC(=O)N1Cc1ccccc1Cl)c1ccccc1 (stereo unspecified)	4	-0.4	5	6	-1	-1	-10	2	6	2
CCOC(=O)CSc1cc(CS(=O)c2ccc(Cl)cc2)nc(-c2ccccc2)n1 (stereo unspecified)	-3	0.4	-2	-18	1	-12	2	-1	-1	-1
CS(=O)(=O)Cc1ccc(C(=O)N2CCCC2c2cccs2)cc1 (stereo unspecified)	13	0.1	-5	0	3	20	2	-2	-1	0
O=C(CC1CC2CCC1C2)NC1CCCCCCC1 (stereo unspecified)	-5	0.3	7	5	5	-3	5	0	8	-1

Entries of single compounds, quoted from the list. Screens in order: ARFGAP1 inh | KLK7 zymogen act | PLC-beta3 inh | HGIII-sPLA2 inh | NR1D1 modulator | ASAP1 inh | DDE Tn7 FP inh | UHRF1 binding | PLC-gamma1 inh | Tn6 DDE FP
COCc1[nH]nc2c1C(c1ccccc1F)C(C#N)=C(N)O2 (stereo unspecified) reads 2 | -0.5 | -3 | 0 | -2 | -3 | 0 | 16 | -2 | -2
Cc1ccc(S(=O)(=O)NCCC(=O)Nc2cccc(S(N)(=O)=O)c2)cc1C reads 7 | 0.4 | -5 | -9 | -3 | 10 | 1 | -2 | -1 | 4
COc1ccc(N2CC(NC(=O)N(C)CCC#N)CC2=O)cc1 (stereo unspecified) reads -1 | 0.1 | 1 | 2 | 2 | -18 | 0 | -2 | 0 | 4
C[C@H](CO)N1C[C@H](C)[C@@H](CN(C)S(=O)(=O)c2cccs2)Oc2c(NC(=O)Cc3ccccc3)cccc2C1=O reads -12 | -0.3 | 4 | -1 | -1 | -1 | -2 | -2 | 1 | 0
Cc1cc2ccccc2c(=O)n1CC(=O)NCC1COc2ccccc2O1 (stereo unspecified) reads -6 | 0.1 | 0 | -3 | -6 | -2 | -8 | 2 | 1 | 7

The results go on:
SMILES	ARFGAP1 inh	KLK7 zymogen act	PLC-beta3 inh	HGIII-sPLA2 inh	NR1D1 modulator	ASAP1 inh	DDE Tn7 FP inh	UHRF1 binding	PLC-gamma1 inh	Tn6 DDE FP
COc1cccc(/C(O)=C2/C(=O)C(=O)N(CCCN3CCOCC3)C2c2ccncc2)c1 (stereo unspecified)	-11	0.3	2	1	-1	-11	-4	1	3	3
Cn1nc(C(=O)Nc2cccc(S(=O)(=O)N3CCCCC3)c2)c2ccccc2c1=O	-4	-0.8	-8	-4	1	-3	4	0	2	-11
N#CCC(=O)Nc1ccc(C(=O)Nc2cccnc2)cc1	10	0.8	-8	-27	0	4	-9	0	-1	-4
CC(C)N(Cc1ccccc1)C(=O)CN1C(=O)NC2(CCCC2)C1=O	5	-0.1	5	9	-4	18	-6	1	10*	-4
CCCNC(=O)C1(C)CCCN(C(=O)c2ccc3snnc3c2)C1 (stereo unspecified)	2	-0.4	4	0	10	-7	-2	4	6	-5
COc1ccc(C(=O)Nc2nc3ccccc3[nH]2)cc1S(=O)(=O)N1CCCC1	10	-0.7	-25	3	1	0	3	9	-24	-6
COc1ccc(CNC(=O)Cn2ccc(NC(=O)OCc3ccccc3)nc2=O)cc1	2	0.1	2	0	2	8	5	-2	-5	7
CCSc1nnc(NC(=O)c2ccc3c(c2)OCO3)s1	0	-0.4	-1	0	7	8	-3	0	2	6
Cc1c(NC(=S)NC(=O)Cc2ccccc2)cccc1C(=O)O	13	-0.1	1	0	1	8	2	-4	-3	-2
O=C(COc1ccc(Cl)cc1[N+](=O)[O-])N1CCCCCC1	1	0.3	3	-1	1	10	-5	1	3	-11
CCNC(=O)COC(=O)c1cccc(Br)c1	1	-0.3	1	0	-2	5	-2	-3	2	6
CC(C)CNC(=O)c1cccc(NC(=O)CSc2ccccc2)c1	4	-0.2	1	13	4	9	-8	1	-1	-1
CSc1ccccc1OCc1cc(C(=O)N2CCc3[nH]cnc3C2c2ccccn2)no1 (stereo unspecified)	6	-0.8	-11	-1	3	-3	-6	0	4	-12
Cc1noc(C)c1COC(=O)C(c1ccccc1)c1ccccc1	1	0.0	1	-7	2	4	5	-2	-1	-5
O=C(NN=C1C2CC3CC(C2)CC1C3)c1ccccc1O	-12	-0.2	-25	2	0	2	-3	-3	-9	-1
COc1ncnc2c1NC(=O)CS2	5	-0.2	0	10	0	-6	-1	4	2	-9
Cc1cccc(NC(=O)CSc2cccc3cccnc23)c1	-11	1.3	-88	-9	-1	-13	-6	-15	-81	1
O=C(NCc1ccco1)c1cc([N+](=O)[O-])ccc1N1CCCCC1	1	0.1	3	3	-1	10	-4	-5	2	1
COC(=O)c1ccc(-n2nc(C(F)(F)F)c3c2-c2ccoc2CC3)cc1	11	-0.9	-1	-31	2	-4	-1	-1	-6	-5
CCC(=O)Oc1ccc(C(=O)Nc2ccc3c(c2)C(=O)N(C2CCCCC2)C3=O)cc1	0	-8.3	-18	2	1	-17	6	-1	-15	-7
COc1ccc(CC(=O)Nc2ccc(C(=O)Nc3nccs3)cc2)cc1OC	4	-0.1	-7	-9	5	-4	1	2	-1	-5
CCc1nnc2n1N=C(c1ccc([N+](=O)[O-])cc1)CS2	4	-0.8	-4	8	-2	-6	2	-1	2	1

This is a random part of the collection. About 4.5% of those tested had a hit in this group.
